Screening results from PubChem BioAssay.
Platelet DG rel = inhibitors of platelet dense granule secretion, primary screen, cell-based, MLPCN, human platelets; human platelet-rich plasma, SFLLRN dense granule ATP release, luminescence; inhibition, %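 (compounds screened at 7.5 µM in platelet-rich plasma)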; 300,000 compounds, 0.22% hits;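 active means mean replicate score, as percent of positive control, at or above 50; inconclusive means mean below 50 but at least one replicate at or above 50; inactive means mean and every replicate below 50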
PolyA inh = polyadenylation inhibitors in yeast reporter cells, primary screen, luminescence, S. cerevisiae; S. cerevisiae SKY197-pL101 polyadenylation reporter, beta-gal luminescence; efflux-impaired pdr1/pdr3 knockout yeast; score 100 = 6 SD above DMSO; calls only at 12 µM; 300,000 compounds, 0.02% hits; AID 1875, 2009;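 active means lowest replicate activity score at least 50, where 100 means six control SD above control mean; inconclusive means lowest score under 50 but half or more replicates reach 50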;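 further: yeast exposed to compound for 9 h at 30 °C; higher score means more reporter readthrough which indicates perturbed polyadenylation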
AI-2 QS modul = Vibrio harveyi AI-2 quorum sensing modulators, primary screen, JMH597 strain, luminescence/OD600 ratio. Vibrio harveyi JMH597 AI-2 luminescence/OD600 ratio, 9 h; active compounds read low; strain lacks LuxN and CqsS sensors; 0 = neutral-control median. activity change, % at 7.5 µM. 300,000 compounds, 0.4% hits. AID 2094, 2009; in the data active means activity change below about -75%, passing the limit was not always enough; inconclusive means no clear call, values can overlap the other calls;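 further: luminescence divided by OD600 gain over 9 h not by final OD600 alone; inactives centre near 13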
HSP90 refold inh = HSP90 inhibitors, primary screen, cell lysate, luminescence; 290,000 compounds, 0.91% hits; AID 1789, 2009; inhibition, % at 5.6 µM; Rabbit reticulocyte lysate, luciferase refolding luminescence, 3 h; Heat shock protein HSP 90 (rabbit reticulocyte lysate; luciferase refolding);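 active means inhibition above the screen-wide mean plus 3 SD, computed separately per campaign, cut at about 16% in these data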;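 further: 0% = DMSO wells and 100% = 60 µM geldanamycin wells; inhibitors lower the luminescence because luciferase stays unfolded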
HDAC3 inhib = HDAC3 deacetylase inhibitors, primary screen, biochemical, fluorescence, cell-free homogeneous; Histone deacetylase 3 (Homo sapiens), O15379; 320,000 compounds, 0.15% hits; inhibition, % at 8.3 µM; recombinant HDAC3, fluorogenic peptide/trypsin coupled; in the data active means inhibition above about 26%, passing the limit was not always enough; inconclusive means no clear call, values can overlap the other calls
Target sequence (O15379 whole entry, looked up): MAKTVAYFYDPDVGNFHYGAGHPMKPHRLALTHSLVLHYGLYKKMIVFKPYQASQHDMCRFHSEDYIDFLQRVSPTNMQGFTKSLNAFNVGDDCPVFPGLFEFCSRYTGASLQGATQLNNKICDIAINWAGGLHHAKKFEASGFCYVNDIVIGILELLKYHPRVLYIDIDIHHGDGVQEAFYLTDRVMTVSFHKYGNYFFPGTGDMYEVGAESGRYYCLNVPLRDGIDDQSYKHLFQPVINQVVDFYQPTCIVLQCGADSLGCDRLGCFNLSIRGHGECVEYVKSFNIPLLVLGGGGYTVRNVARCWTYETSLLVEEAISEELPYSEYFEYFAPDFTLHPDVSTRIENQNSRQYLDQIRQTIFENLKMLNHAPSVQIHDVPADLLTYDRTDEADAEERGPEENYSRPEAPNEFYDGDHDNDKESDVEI
GSK3A inh = blockers of GSK3A enzyme activity – biochemical, luminescence, cell-free homogeneous, HTS, primary screen. Glycogen synthase kinase-3 alpha (Homo sapiens), P49840. GSK-3 alpha kinase, ADP-Glo luminescence, 60 min. inhibition, % at 10 µM. 320,000 compounds, 0.1% hits;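 in the data active means inhibition above about 50%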;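 further: GST-tagged GSK-3 alpha with peptide substrate and 25 µM ATP; 0% = DMSO neutral wells and 100% = GW8510 positive control wells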
HSF-1 act = HSF-1 activators, primary screen, NIH3T3-HGL cells, MG132 stress, luminescence, single point. NIH3T3-HGL HSF-1 luciferase reporter, 8 h; 100% = twice DMSO control signal. activation, % at 9 µM. 300,000 compounds, 1.7% hits;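 active means mean replicate activation of at least 50% with a set share of replicates each reaching 50%; inconclusive means only one of those two conditions met; inactive means mean below 50% and too few replicates reaching it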;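 further: 0% = median of the neutral control wells and 100% = twice that signal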
HSF1 inhib = HSF1 inhibitors in luciferase reporter cells, primary screen, cell-based, NIH3T3, luminescence; NIH3T3-HGL HSE-luciferase, MG132-induced, luminescence 8 h; active compounds read low; activity change, negative = inhibition, % at 7.5 µM (by protocol); 300,000 compounds, 0.77% hits; AID 2098, 2009;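 active means more than half of replicate wells show activity change below -50%, luminescence cut by over half; inconclusive means some wells, but at most half, below -50%; inactive means no replicate well below -50%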;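 further: luciferase reports HSF-1 transcriptional activity via heat shock element; 0% = median of DMSO wells and -100% = zero luminescence signal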
Dyrk1A ADPGlo = rat Dyrk1A kinase inhibitors, primary screen, biochemical, single point, plate reader. 310,000 compounds, 0.43% hits. inhibition, % at 12.5 µM. Dual specificity tyrosine-phosphorylation-regulated kinase 1A (Rattus norvegicus), Q63470. ADP-Glo luminescence, NFATc1 peptide; in the data active means inhibition above about 50%;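 further: plate controls were vehicle with enzyme for no effect and no enzyme for full effect; many of its hits are not listed in these tables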
GSK3beta inhib = human GSK3beta kinase inhibitors, primary screen, biochemical, cell-free homogeneous, HTS; Glycogen synthase kinase-3 beta (Homo sapiens), P49841; GST-GSK3beta kinase, ADP-Glo luminescence, 60 min; active compounds read low; activity score (negative = inhibition), % at 10 µM; 300,000 compounds, 0.038% hits; AID 2097, 2009;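 active means more than half of replicate wells score below -50%, meaning over 50% inhibition versus plate controls; inconclusive means some replicates but at most half score below -50%; inactive means no replicate scores below -50%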;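 further: 0% = median DMSO wells and -100% = median GW8510 positive control wells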
Target sequence (P49841 whole entry, looked up): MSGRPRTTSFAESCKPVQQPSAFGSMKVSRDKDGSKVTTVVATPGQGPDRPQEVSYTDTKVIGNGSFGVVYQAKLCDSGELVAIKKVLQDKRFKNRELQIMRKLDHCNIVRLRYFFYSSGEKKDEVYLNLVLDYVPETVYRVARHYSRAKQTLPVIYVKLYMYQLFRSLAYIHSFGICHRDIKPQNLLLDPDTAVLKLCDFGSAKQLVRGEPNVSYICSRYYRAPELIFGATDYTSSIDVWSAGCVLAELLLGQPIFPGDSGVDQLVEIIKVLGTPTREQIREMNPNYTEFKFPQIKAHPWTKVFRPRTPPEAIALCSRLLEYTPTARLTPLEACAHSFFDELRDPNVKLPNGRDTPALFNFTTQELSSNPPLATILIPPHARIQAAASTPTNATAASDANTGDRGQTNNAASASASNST
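Test system: GST-tagged human GSK3beta kinase, cell-free; evaluation: activity score scaled between in-plate DMSO and GW8510 controls; measured by: ADP-Glo luminescence; incubation: 60 min reaction, RT; benchmarks: DMSO and 20 µM GW8510; reagent: peptide substrate plus 25 µM ATP (final); medium: Tris/MgCl2 kinase buffer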
An asterisk follows results filed as active; i = inactive; ? = inconclusive; nt = no result given. An excerpt, so the mix of outcomes need not match the whole.

SMILES | Platelet DG rel | PolyA inh | AI-2 QS modul | HSP90 refold inh | HDAC3 inhib | GSK3A inh | HSF-1 act | HSF1 inhib | Dyrk1A ADPGlo | GSK3beta inhib
Cc1nn(CCOc2ccccc2)c(=O)n1-c1ccccc1 | 0 | i | 18 | 3 | 0 | 2 | 21 | 12 | 2 | 5
COc1cc(/C=C/C(=O)O)cc(S(=O)(=O)NCCCO)c1OC | 7 | i | 10 | -3 | -6 | -1 | 0 | -1 | 2 | 0
COc1ccc2c(c1)/C(=N/N1C(=O)c3ccccc3C1=O)C(=O)N2 | 3 | i | 11 | 0 | 7 | -5 | 1 | -6 | nt | 2
COC(=O)c1cnn(C(=O)c2cc(OC)ccc2Br)c1N | 6 | i | 16 | 4 | 2 | -4 | 9 | -1 | -1 | 5
CSc1nc(N)nc(SCC(=O)C23CC4CC(CC(C4)C2)C3)c1C#N | -3 | i | 39 | 3 | 13 | -2 | 4 | 7 | -5 | -1
O=C(CSc1ncccc1C(=O)O)c1cccc(C(F)(F)F)c1 | 2 | i | 30 | 11 | -3 | 0 | 13 | 2 | 10 | 22
O=C(O)C(Cc1c[nH]c2ccccc12)NS(=O)(=O)c1cccc2nsnc12 (stereo not drawn) | -3 | i | 4 | -1 | 0 | 2 | -16 | -13 | -1 | 0
CCOc1ccccc1N(C(=O)Cn1nnnc1-c1ccc(C)o1)C(CC)C(=O)NC(C)(C)C (stereo not drawn) | 5 | i | 11 | -2 | 4 | -1 | 1 | 6 | 2 | 0
CC1Cc2ccccc2N1CC(=O)NC(=O)NC(C)(C)C (stereo not drawn) | 8 | i | 7 | -1 | 7 | -1 | -13 | -17 | nt | 2
Cc1c(CN2CCCC(C)C2)c(O)n(CCO)c(=O)c1C#N (stereo not drawn) | 19 | i | 19 | -1 | 5 | 0 | -14 | -7 | nt | 1
COc1ccccc1-n1cnc2cc(C(=O)NCC3CCCO3)ccc21 (stereo not drawn) | -3 | i | 0 | -2 | 3 | -1 | -2 | -3 | 2 | 5
COc1ccc(C(=O)NCCCNC(=O)c2cccnc2)cc1Br | -4 | i | -1 | -2 | -6 | 1 | 9 | 0 | -9 | 1
COc1cccc(OC)c1C(=O)Nc1ccc2c3c(cccc13)CC2 | -2 | i | 6 | 4 | 5 | 10 | 12 | -4 | -5 | -5
CC(=O)Nc1sc(N/N=C\c2cccc(Cl)c2)nc1-c1cccs1 | -2 | i | 13 | 2 | -4 | 1 | 10 | -3 | -11 | 1
CCc1cc2c(SCC(=O)c3ccc(C)cc3)ncnc2s1 | 2 | i | 12 | 0 | -6 | 1 | -3 | -3 | 8 | -1
COc1ccc(-c2c(=O)n(OCc3ccccc3[N+](=O)[O-])c3ccccc3[n+]2[O-])c(OC)c1 | -3 | i | 8 | 3 | -6 | 0 | 20 | 12 | -1 | -1
CC(O)Cc1nsc(NC(=O)c2cccs2)n1 (stereo not drawn) | -26 | i | -1 | 4 | 4 | -2 | 11 | 6 | 14 | -7
COc1ccc(C2c3c(ncn(CCCN4CCOCC4)c3=N)Oc3ccc4ccccc4c32)cc1OC (stereo not drawn) | -23 | i | -19 | -3 | 1 | -4 | 37 | 26 | nt | -3
Cc1ccc(C(=O)NCCNC(=O)COc2ccccc2Cl)cn1 | -8 | i | 15 | 0 | 5 | -1 | -25 | -8 | -2 | -2
O=C(O)CCC(=O)Nc1ccccc1Oc1ccccc1 | 0 | i | 5 | 0 | -2 | -5 | 14 | 1 | 1 | 3
Cc1[nH]c2ccc(-c3nnc(SCC(=O)c4ccccc4F)o3)cc2c1C | -4 | i | 29 | 2 | -11 | -2 | -1 | 1 | -3 | 0
Cc1cc(S(=O)(=O)n2cnc3ccccc32)c(C)cc1Cl | 16 | i | -4 | 1 | -7 | -6 | -21 | -7 | 3 | 4
CCCC(=O)Oc1ccc(C2NC(=O)c3ccccc3O2)cc1OC (stereo not drawn) | 3 | i | -11 | -2 | 4 | 12 | 12 | -4 | 7 | -3
CCNC(=O)C(=O)NCC1OCCCN1S(=O)(=O)c1ccc(F)cc1C (stereo not drawn) | -2 | i | 26 | 6 | -5 | 10 | 4 | 5 | 19 | 0
Cc1c(N(C)C)nc2ccccc2c1N | -5 | i | 14 | 1 | -3 | -1 | 6 | -1 | 3 | 2
CCS(=O)(=O)N1CCN(CC2CC3C=CC2C3)CC1 (stereo not drawn) | -2 | i | 23 | 1 | 5 | -2 | -13 | 2 | 3 | 2
O=C(Nc1ccc2nc3n(c(=O)c2c1)CCCC3)c1cc([N+](=O)[O-])ccc1F | 13 | i | 29 | 14 | nt | nt | -34 | -24 | 0 | 1
NC[C@@]12CCCC1C1CCC2C1 (stereo partly drawn) | 6 | i | 21 | 0 | -6 | -2 | -4 | -14 | nt | -4
CCC1=NC(c2ccc(Br)cc2)N(O)C1(C)C (stereo not drawn) | 6 | i | 12 | 0 | -7 | -2 | -17 | -6 | -4 | 1
CC(=O)c1cc(CN2CCN(Cc3ccc(C)cc3)C(CCO)C2)cs1 (stereo not drawn) | 2 | i | 4 | 1 | 0 | -5 | -25 | -5 | -5 | 5
CCOC(=O)N1CCC(N2C(=O)c3ccccc3C2Nc2cc(Cl)c(OC)cc2OC)CC1 (stereo not drawn) | 0 | i | 24 | 6 | 1 | 0 | 11 | 8 | 6 | 1
CCCCN(CCCC)C(=O)CSc1nnc(-c2cc(OC)c(OC)c(OC)c2)o1 | 4 | i | 2 | -2 | 1 | -5 | 0 | 6 | 2 | -1
CCCCCCc1nnc(NC(=O)c2ccco2)s1 | 4 | i | 18 | 0 | 2 | -3 | 15 | -1 | -1 | 1
CCOC(=O)c1cnc2ccc(OCC)cc2c1NCCCN1CCOCC1 | 4 | i | 5 | -3 | 0 | -2 | 29 | -1 | nt | -4
COc1ccc(-c2cc(=O)c3cc(OC)ccc3[nH]2)cc1 | 27 | nt | 4 | 4 | -42 | -2 | 5 | 7 | -11 | 0
CCc1nonc1NC(=O)c1oc2ccc(Br)cc2c1C | 5 | i | -2 | -2 | 5 | -4 | 11 | 2 | -4 | -4
Cc1ccc(CNC(=O)COc2cc(O)c3c(c2)OC(C)(C)CC3=O)cc1 | 3 | i | 22 | -6 | 1 | 2 | 2 | 1 | -3 | -2
COc1cc(NC(=O)CSc2nnc3c(n2)[nH]c2ccc(S(=O)(=O)NC(C)C)cc23)cc(OC)c1OC | 6 | i | 10 | -1 | 2 | -1 | 2 | 1 | -5 | 4
CCOC(=O)c1[nH]c2ccc(OC)cc2c1NC(=O)/C=C/c1ccc2c(c1)OCO2 | -4 | i | 26 | 4 | 5 | 9 | 10 | -1 | 4 | -1
O=C(COC(=O)c1sc2ccccc2c1Cl)NC1CCCCC1 | ? | i | -3 | 1 | 4 | -3 | 22 | 5 | -4 | -4
Cn1c2ccc(F)cc2c2ncn(Cc3ccccn3)c(=O)c21 | nt | i | 6 | 3 | -16 | -3 | nt | nt | 9 | 0
CCOC(=O)OC(C)OC1=C(C(=O)Nc2ccccn2)N(C)S(=O)(=O)c2ccccc21 (stereo not drawn) | 0 | i | 15 | nt | 5 | -1 | 2 | 7 | nt | -1
CCOc1ccccc1C1CC(c2cccs2)=NN1S(C)(=O)=O (stereo not drawn) | 1 | i | 3 | 6 | 0 | -2 | -5 | -3 | 0 | 0
O=C(CCCN1C(=O)/C(=C\c2ccccc2)SC1=S)Nc1cccc(C(=O)O)c1 | -2 | i | 13 | -1 | ? | -5 | 9 | -4 | -1 | 2
CCCSc1cc(N)cc([N+](=O)[O-])c1 | 6 | i | 8 | -1 | -2 | -1 | -5 | -2 | -2 | -1
O=C(Cc1ccccc1F)Nc1ccccc1N1CCCC1 | -3 | i | 15 | -5 | -12 | nt | 0 | -4 | -3 | 0
CC(C)c1ccc(NCCC(=O)c2cccs2)cc1 | -4 | i | -64 | 29* | 2 | -1 | -19 | -9 | -2 | -1
CCOC(=O)CNC(=O)c1ccc(C)cc1 | 5 | i | 15 | 2 | 7 | -4 | 6 | 3 | -4 | 3
Cc1cc(NC(=O)CCC(=O)N(CCC(C)C)C(C(=O)NCC2CCCO2)c2ccccc2C)no1 (stereo not drawn) | 2 | i | 10 | 2 | 1 | -1 | -8 | -2 | -1 | 1
NC(=O)c1ccc(SCC(=O)OCC(=O)N2CCCCC2)c([N+](=O)[O-])c1 | 1 | i | 9 | nt | 1 | 2 | -2 | -3 | 5 | 3
CCN(C(=O)CSc1nnc(-c2c[nH]c3ccccc23)o1)C1CCS(=O)(=O)C1 (stereo not drawn) | -4 | i | 3 | 1 | 8 | 0 | 4 | 0 | 2 | 0
COC(=O)C1=C(C)NC2=C(C1c1ccc(O)cc1)S(=O)(=O)c1ccccc12 (stereo not drawn) | nt | i | 15 | -1 | 2 | -4 | nt | nt | 8 | 1
COC(=O)c1ccccc1NC(=O)/C=C/C(=O)O | -3 | i | 12 | 4 | 3 | -1 | 12 | 4 | 0 | 0
O=C(CCc1ccccc1)NCCCN1CCOCC1 | 2 | i | 19 | -1 | 6 | 2 | -19 | 3 | -8 | 1
Cc1ccccc1CN(C)CC(=O)Nc1ccccc1Oc1ccccc1 | 6 | i | 12 | -3 | 7 | 1 | -3 | 2 | -15 | -1
COc1ccc(NC(=O)/C=C/c2ccco2)cn1 | -6 | i | 2 | 3 | 11 | 1 | 26 | 15 | 8 | 1
CCC(C)c1ccc(NC(=O)C2CC3CCC2C3)cc1 (stereo not drawn) | 4 | i | -24 | nt | 9 | -2 | 42 | 13 | -3 | 2
C/C(=N\NC(=S)NCc1ccccc1)c1cccs1 | -2 | i | 13 | 2 | 10 | -5 | 18 | 5 | 6 | -8
